# Bioassay records deposited in PubChem by several laboratories.
# BioA inh – M. tuberculosis BioA enzyme inhibitors, primary screen, biochemical, plate reader, single point, HTS. inhibition, % at 9.99 µM. 360,000 tested, 0.096% active. AID 602481, 2012. 7,8-diaminopelargonic acid synthase BioA (Mycobacterium tuberculosis). purified M. tuberculosis BioA enzyme; in the data active = inhibition above about 40%; inconclusive = no clear call, values can overlap the other calls
# CCHFV vOTU inh – CCHFV vOTU protease inhibitors, primary screen, biochemical, Pep-AMC substrate, fluorescence; Crimean-Congo hemorrhagic fever virus L polyprotein viral ovarian tumor (vOTU) protease …; inhibition, % at 11.5 µM; 370,000 tested, 0.55% active; AID 651958, 2012; note: 0% = vehicle wells with enzyme and 100% = no enzyme wells
# GDH-TPI inh – GDH-TPI coupling enzyme inhibitors, primary screen, artefact control for M. tuberculosis FBA inhibitor project, biochemical, absorbance, full deck; GDH-TPI coupled enzyme counterscreen, NADH absorbance; AID 588335, 2011; inhibition, % at 4.8 µM; 360,000 tested, 1.2% active;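 note: 0% = DMSO wells and 100% = wells lacking the enzyme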
# MazF activator – activators of E. coli MazEF toxin-antitoxin RNase, primary screen, biochemical, fluorescence, uHTS. Endoribonuclease toxin MazF (Escherichia coli (strain K12)), P0AE70. FAM/BHQ RNA-DNA oligo cleavage fluorescence, 5 h. activation, % at 20 µM. 350,000 tested, 0.32% active; in the data active = activation above about 50%
# Target sequence (P0AE70 whole entry, looked up): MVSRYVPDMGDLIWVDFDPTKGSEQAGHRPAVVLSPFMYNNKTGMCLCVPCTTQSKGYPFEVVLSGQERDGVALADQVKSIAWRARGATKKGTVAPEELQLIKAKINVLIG
# FadD28 binding – inhibitors of FadD28 bisubstrate probe binding, primary screen, biochemical, fluorescence polarization, single point; 360,000 tested, 0.22% active; inhibition, % at 12.5 µM; Mycobacterium tuberculosis FadD28 fatty-acid-AMP ligase; in the data active = inhibition above about 8.5%, passing the limit was not always enough; inconclusive = no clear call, values can overlap the other calls
# BoNT-F LC inh – BoNT/F light chain protease inhibitors, primary screen, biochemical, flow cytometry, MLPCN library | Botulinum neurotoxin type F light chain protease (Clostridium botulinum) | Multiplex microsphere protease cleavage assay | inhibition, % at 10 µM | 360,000 tested, 0.22% active; in the data active = inhibition above about 35%, passing the limit was not always enough; inconclusive = no clear call, values can overlap the other calls; note: plate controls were buffer without enzyme for full effect and enzyme alone for no effect
# Rv3671c inh – Rv3671c serine protease inhibitors, primary screen, biochemical, fluorescence polarization, M. tuberculosis H37Rv | P9WHR9 | inhibition, % at 5.96 µM | 320,000 tested, 0.048% active | AID 2606, 2010; in the data active = inhibition above about 38%;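 note: extracellular domain of Rv3671c used as enzyme; 0% = enzyme with DMSO and 100% = no enzyme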
# Target sequence (P9WHR9 whole entry, looked up, the tested form may be a part): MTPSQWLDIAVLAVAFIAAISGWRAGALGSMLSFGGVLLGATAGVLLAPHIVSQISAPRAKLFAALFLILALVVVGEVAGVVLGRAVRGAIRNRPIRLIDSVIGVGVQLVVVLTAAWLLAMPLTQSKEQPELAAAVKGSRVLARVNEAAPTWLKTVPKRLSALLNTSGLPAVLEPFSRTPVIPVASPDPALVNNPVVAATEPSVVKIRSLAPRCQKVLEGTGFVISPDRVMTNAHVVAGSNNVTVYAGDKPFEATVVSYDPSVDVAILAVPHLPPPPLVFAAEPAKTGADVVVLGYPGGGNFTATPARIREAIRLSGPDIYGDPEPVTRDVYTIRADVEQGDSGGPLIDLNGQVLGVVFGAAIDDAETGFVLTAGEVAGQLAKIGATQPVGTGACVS
# Mtb UGM inh – M. tuberculosis UGM enzyme inhibitors, primary screen, biochemical, fluorescence polarization, single point | inhibition, % at 10 µM | 320,000 tested, 0.06% active | UDP-galactopyranose mutase (Mycobacterium tuberculosis (strain ATCC 25618 / H37Rv)), … | AID 504406, 2011 | purified UGM, fluorescence polarization probe displacement; in the data active = inhibition above about 10%, passing the limit was not always enough; inconclusive = no clear call, values can overlap the other calls
# VHR inh abs – VHR1 phosphatase inhibitors, primary screen, biochemical, absorbance, uHTS. Dual specificity protein phosphatase 3 (Homo sapiens), P51452. recombinant VHR phosphatase, pNPP absorbance. inhibition, % at 13.3 µM. 290,000 tested, 0.52% active; in the data active = inhibition above about 50%; note: some compounds called inactive have numbers as strong as hits
# Mtb FBA inh – Mtb FBA enzyme inhibitors, primary screen, biochemical, fluorescence, strain H37Rv | purified M. tuberculosis FBA, fluorescence read-out | 360,000 tested, 2.3% active | inhibition, % at 1 µM | AID 588726, 2011 | Fructose-bisphosphate aldolase (Mycobacterium tuberculosis (strain ATCC 25618 / H37Rv)), …; in the data active = inhibition above about 27%;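 note: 0% = vehicle and 100% = reference inhibitor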
# Target sequence (P9WQA3 whole entry, looked up): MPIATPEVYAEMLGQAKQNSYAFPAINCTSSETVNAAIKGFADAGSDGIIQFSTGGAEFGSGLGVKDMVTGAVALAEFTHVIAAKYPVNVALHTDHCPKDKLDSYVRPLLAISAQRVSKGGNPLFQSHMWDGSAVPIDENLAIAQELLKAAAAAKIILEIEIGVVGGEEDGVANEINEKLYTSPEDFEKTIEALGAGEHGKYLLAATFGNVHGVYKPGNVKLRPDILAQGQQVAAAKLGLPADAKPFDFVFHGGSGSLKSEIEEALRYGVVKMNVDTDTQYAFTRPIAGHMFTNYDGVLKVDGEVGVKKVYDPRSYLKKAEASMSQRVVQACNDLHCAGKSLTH
# An asterisk follows results filed as active; ? = inconclusive; . = no result given. Cut-off read from the data, not from the text of the source, unless noted: active = inhibition above about 30%; inactive = the rest.
SMILES,BioA inh,CCHFV vOTU inh,GDH-TPI inh,MazF activator,FadD28 binding,BoNT-F LC inh,Rv3671c inh,Mtb UGM inh,VHR inh abs,Mtb FBA inh
Cc1ccc(C(O)P(=O)(OC2CCCCC2)OC2CCCCC2)cc1 (stereo not drawn),5.0,4,0,5,-2.7,8,2,-0.8,-14,-2
COc1cccc(C2(O)CCN(C(=O)c3cccs3)CC2)c1,-0.7,5,3,3,-0.1,-1,-3,0.8,12,3
Cc1c(C(=O)N(Cc2ccc(N(C)C)cc2)C2CCS(=O)(=O)C2)oc2ccccc12 (stereo not drawn),.,-6,9,1,-1.3,-6,1,4.7,12,-1
CCN(CC)S(=O)(=O)c1ccc(-c2nnc(SCC(=O)Nc3ccc(OC)c(OC)c3)o2)cc1,0.9,-11,0,-6,-0.5,3,-4,2.1,-21,3
O=C(NNC(=O)C1CCCO1)c1ccc(Br)cc1 (stereo not drawn),.,-23,-5,-4,-0.8,-5,5,-2.7,-7,1
S=C1NCCNC(=S)NCCOCCOCCOCCN1,.,-7,-3,5,-0.1,-5,4,-0.3,20,3
O=C(COC(=O)CNC(=O)C1CCCCC1)Nc1ccc2c(c1)OCCO2,0.0,-6,2,-3,0.6,-2,-3,1.2,12,1
COc1ccc(OCC(=O)Nc2ccc(N3CCOCC3)cc2)c([N+](=O)[O-])c1,.,-12,2,6,-3.2,-10,8,-0.2,-1,-2
COc1ccc(-c2noc3c2-c2nc(-c4ccccc4F)sc2CC3)cc1,-1.4,6,13,-13,-1.0,0,-8,-3.0,45,1
Cc1ccc2nc(SCC(=O)N3CC(C)OC(C)C3)nc(=O)n2c1 (stereo not drawn),2.8,12,11,3,-4.3,2,3,-1.5,.,3
Oc1ccc(-c2nnc(Nc3cccc(O)c3)c3ccccc23)cc1,11,-4,14,7,-7.4,-6,-9,0.8,13,-2
O=C(Nn1cnnc1)c1cc2c(s1)CCCCC2,0.7,0,3,6,-1.0,4,2,1.2,1,3
Cc1nnc(SCc2cc([N+](=O)[O-])cc3c2OCOC3)n(N)c1=O,.,14,7,3,-2.1,-2,1,2.0,12,2
CCc1ccc(NC(=O)CNC(=O)[C@@H]2Cc3ccccc3CN2C(=O)OC(C)(C)C)cc1,0.9,27,-12,4,-3.4,2,0,4.1,17,4
CCOC(=O)C1=CCN(S(=O)(=O)c2ccc(C)cc2)C1c1ccc(Br)cc1 (stereo not drawn),-2.1,7,.,.,-0.3,5,.,.,.,2
COc1cccc(CN(C)C(=O)CN2C(=O)NC(c3ccccc3)(c3ccccc3)C2=O)c1,-1.2,-3,-1,-7,-2.7,-6,2,.,.,-3
CC(C)(C)c1ccc(C(=O)Nc2ccc(C=C(C#N)C#N)cc2)cc1,0.3,15,7,0,-2.6,-1,-19,-2.0,3,-5
CC(NC(=O)c1ccc(N)cc1)c1ccccc1 (stereo not drawn),-1.5,-4,-6,3,-0.7,-2,2,-3.2,18,1
COc1ccccc1NCCC(=O)OCC(=O)Nc1ccccc1F,-2.0,-2,12,-3,-0.9,0,1,5.1,.,3
O=C(N/N=C/c1c(Cl)cccc1Cl)c1ccccc1F,.,9,-6,-4,-1.2,-11,-14,1.9,33,-3
CC(=O)c1c(O)cc(O)cc1O,-1.0,-3,17,0,-0.7,2,.,.,.,3
O=C(CN1C(=O)/C(=C/c2cccc(Br)c2)SC1=S)Nc1cccnc1,88*,-4,1,-6,-0.3,0,-1,0.7,9,-2
COC(=O)c1ccc(C(=O)OC)c(NC(=O)COC(=O)C23CC4CC(CC(O)(C4)C2)C3)c1,-0.1,5,1,4,-3.2,.,-4,-0.2,40,-9
O=C(CNS(=O)(=O)c1ccc(Br)cc1)NCc1ccncc1,0.6,21,-3,3,-3.0,-2,8,-3.2,22,1
Cn1cccc1Cc1nnc(SCC(=O)N2CCOCC2)n1CCc1ccccc1,0.2,-4,7,11,-0.5,0,-1,0.5,34,1
# Later entries
SMILES,BioA inh,CCHFV vOTU inh,GDH-TPI inh,MazF activator,FadD28 binding,BoNT-F LC inh,Rv3671c inh,Mtb UGM inh,VHR inh abs,Mtb FBA inh
Cc1cccc(C(=O)NCC(=O)N(C)Cc2nc3ccccc3c(=O)[nH]2)c1,3.4,-3,-1,9,-2.6,-10,2,2.7,.,-2
Cn1c(N)c(C(=O)COC(=O)c2cc(S(=O)(=O)N3CCCCC3)ccc2Cl)c(=O)n(C)c1=O,.,10,1,-2,-4.6,-2,-2,-1.4,-4,-2
Cc1ccc(CNC(=O)C(=O)NCCC2=CCCCC2)cc1,.,1,4,-3,2.9,-4,-2,-2.2,-15,1
O=C(NCCN1CCN(c2ccc([N+](=O)[O-])cc2)CC1)NCc1ccccc1,1.4,3,28,2,-4.0,?,-14,1.1,30,-2
C[C@H](NS(=O)(=O)c1ccccc1F)C(=O)OCC(=O)N1CCc2ccccc21,.,-5,9,4,-0.4,-9,-1,-0.4,14,0
CCOc1ccc(OCC)c(S(=O)(=O)N2CCCCC2C)c1 (stereo not drawn),-1.2,5,-2,-11,-2.1,-2,5,-1.0,-5,3
Cc1ccc(S(=O)(=O)N2CCN(C(=O)c3ccc(N4CCCCC4)c([N+](=O)[O-])c3)CC2)cc1,-0.9,-1,7,-2,-1.1,2,0,-2.1,6,2
COC(=O)c1ccc(Nc2cc(C)nc3ncnn23)cc1,.,2,14,8,1.0,12,-1,0.5,22,0
CCOc1ccc(/C=C2\SC(=S)N(C)C2=O)cc1OC,-2.5,7,5,14,-1.0,.,0,3.3,-5,-1
CN(C)S(=O)(=O)c1cc(NC(=O)COC(=O)Cc2ccc(Br)cc2)ccc1Cl,-0.3,-13,0,-3,-0.7,1,-40,-3.2,1,-1
CCn1c(-c2ccccn2)nc2cc(S(=O)(=O)N(C)C)ccc21,0.8,-7,-4,3,-0.9,-5,-4,-0.8,2,-1
CCOCCCNC(=O)c1ccc(NC(=O)C2CCCO2)cc1 (stereo not drawn),-0.9,-8,-6,3,0.6,9,-8,3.5,.,2
Cc1ccccc1-c1nnc(-c2ccccc2C)o1,-1.6,2,6,7,-1.7,-31,-5,2.0,9,0
CC1(C(=O)Nc2cccc(Oc3ccccc3)c2)Cc2c(-c3ccccc3)ccnc2O1 (stereo not drawn),0.3,0,6,.,-1.8,-5,.,.,.,1
CCCCNC(=O)NC1(C(F)(F)F)Oc2ccccc2O1,.,8,-2,9,-3.0,-7,4,0.0,19,1
CCOC(=O)c1ccc(-n2ccnc2)c(NC(=O)c2cccc(Br)c2)c1,0.3,-3,3,4,-1.2,2,0,-3.2,43,-1
CC1(C(=O)NS(=O)(=O)Cc2ccccc2)CCN1C(=O)C1(c2ccc(Cl)cc2)CC1 (stereo not drawn),-0.8,0,4,.,0.7,-3,.,.,.,7
COC(=O)c1ccc(NC(=O)c2cc[n+]([O-])cc2)cc1,-1.4,-5,5,-1,-1.2,-12,0,1.2,7,-2
CCN(CC)CCCNC(=S)N(Cc1cccs1)Cc1cc2cc3c(cc2[nH]c1=O)OCCO3,-0.1,6,12,13,-9.8,-14,5,2.8,36,9
CCOC(=O)c1c(NC(=O)CSc2cccc[n+]2[O-])sc(C(=O)Nc2ccccc2)c1C,.,13,4,-6,-1.5,3,-7,-2.8,7,1
COc1ccc(NC(=O)[C@@H]2O[C@H](CO)[C@H](O)[C@H](O)[C@H]2O)cc1F,-0.7,-6,-3,.,-3.0,-1,.,.,.,-4
Cc1ccc(-n2ncc(-c3nn[nH]n3)c2N)cc1,-1.3,1,4,5,-2.0,-5,11,0.8,5,3
COc1cc(NC(=O)C2CCCCC2)c(OC)cc1NC(=O)c1ccco1,.,-1,9,-8,-0.4,-3,3,-1.0,-1,-10
Cc1cccc(Cn2c(CN3CCN(Cc4ccccc4)CC3)nc3c2c(=O)[nH]c(=O)n3C)c1,0.4,-11,1,15,-0.3,-15,8,-1.4,16,7
O=[N+]([O-])c1cccc(C2(O)COc3ccccc3O2)c1 (stereo not drawn),-1.8,1,13,15,-2.5,-13,-1,0.9,10,5
# Going on with the list:
SMILES,BioA inh,CCHFV vOTU inh,GDH-TPI inh,MazF activator,FadD28 binding,BoNT-F LC inh,Rv3671c inh,Mtb UGM inh,VHR inh abs,Mtb FBA inh
CCOC(=O)c1ccc(NC(=S)NC(=O)C2CCCC2)cc1,-1.1,0,0,4,0.3,1,-9,2.3,-9,3
Cc1cccc2cc(COC(=O)C3CCCCC3)c(=O)[nH]c12,-4.5,-8,6,8,-2.8,-6,-1,1.3,28,5
C=CCNc1nc(NCCOC)c2sc(-c3ccccc3)cc2n1,-1.5,-13,28,.,-5.2,-7,.,.,.,9
O=C(C[C@H]1C(=O)N(C2CCCCC2)C[C@@H]1Cc1ccccc1)Nc1ccccc1,-0.4,16,-9,1,-3.3,2,-1,-1.9,28,3
CC(C)C1O/C(=N/C(=O)Nc2ccc(Cl)c(Cl)c2)NC1=O (stereo not drawn),-0.1,-5,11,7,0.0,2,-64,1.0,2,-2
CC(C)Oc1ccccc1/C=N/n1nnnc1N,.,-9,11,-6,-2.0,-5,-2,6.0,.,7

# Molecules from the list above that contain an aryl methoxy group:
SMILES,BioA inh,CCHFV vOTU inh,GDH-TPI inh,MazF activator,FadD28 binding,BoNT-F LC inh,Rv3671c inh,Mtb UGM inh,VHR inh abs,Mtb FBA inh
COc1cccc(C2(O)CCN(C(=O)c3cccs3)CC2)c1,-0.7,5,3,3,-0.1,-1,-3,0.8,12,3
CCN(CC)S(=O)(=O)c1ccc(-c2nnc(SCC(=O)Nc3ccc(OC)c(OC)c3)o2)cc1,0.9,-11,0,-6,-0.5,3,-4,2.1,-21,3
COc1ccc(OCC(=O)Nc2ccc(N3CCOCC3)cc2)c([N+](=O)[O-])c1,.,-12,2,6,-3.2,-10,8,-0.2,-1,-2
COc1ccc(-c2noc3c2-c2nc(-c4ccccc4F)sc2CC3)cc1,-1.4,6,13,-13,-1.0,0,-8,-3.0,45,1
COc1cccc(CN(C)C(=O)CN2C(=O)NC(c3ccccc3)(c3ccccc3)C2=O)c1,-1.2,-3,-1,-7,-2.7,-6,2,.,.,-3
COc1ccccc1NCCC(=O)OCC(=O)Nc1ccccc1F,-2.0,-2,12,-3,-0.9,0,1,5.1,.,3
CCOc1ccc(/C=C2\SC(=S)N(C)C2=O)cc1OC,-2.5,7,5,14,-1.0,.,0,3.3,-5,-1
COc1ccc(NC(=O)[C@@H]2O[C@H](CO)[C@H](O)[C@H](O)[C@H]2O)cc1F,-0.7,-6,-3,.,-3.0,-1,.,.,.,-4
COc1cc(NC(=O)C2CCCCC2)c(OC)cc1NC(=O)c1ccco1,.,-1,9,-8,-0.4,-3,3,-1.0,-1,-10
